ABCG2 block: blocks JC-1 efflux by human ABCG2 transporter. Q9UNQ0. IgMXP3 cells, flow cytometry. inhibition, % at 6.6 µM. 190,000 tested, 0.1% active;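 active = inhibition above 80%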;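 note: 0% = DMSO and 100% = nicardipine control wells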
Target sequence (Q9UNQ0 whole entry, looked up): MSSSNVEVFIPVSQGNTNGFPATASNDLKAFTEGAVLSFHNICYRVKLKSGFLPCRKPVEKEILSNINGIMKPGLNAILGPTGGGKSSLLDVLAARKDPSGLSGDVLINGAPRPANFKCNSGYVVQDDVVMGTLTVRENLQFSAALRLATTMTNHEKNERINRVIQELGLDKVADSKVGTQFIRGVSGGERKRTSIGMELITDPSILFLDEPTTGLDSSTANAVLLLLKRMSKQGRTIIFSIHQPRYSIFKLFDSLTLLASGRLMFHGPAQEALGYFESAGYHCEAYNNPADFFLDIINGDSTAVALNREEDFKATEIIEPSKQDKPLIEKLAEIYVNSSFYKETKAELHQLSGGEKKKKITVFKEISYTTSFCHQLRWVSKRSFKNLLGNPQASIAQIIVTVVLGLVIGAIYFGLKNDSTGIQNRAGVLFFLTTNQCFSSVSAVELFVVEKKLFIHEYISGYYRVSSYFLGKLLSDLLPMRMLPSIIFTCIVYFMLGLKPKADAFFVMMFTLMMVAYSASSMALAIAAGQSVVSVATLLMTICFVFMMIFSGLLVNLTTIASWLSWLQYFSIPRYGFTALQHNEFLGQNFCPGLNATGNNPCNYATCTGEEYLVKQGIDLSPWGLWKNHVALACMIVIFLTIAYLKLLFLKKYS
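Incubation: cells with compound and JC-1, 10 min at 25 °C, rotating, no wash / Test system: IgMXP3 (ABCG2) plus far-red-tagged CCRF-Adr (ABCB1) cells / Compound dosing: one concentration, 6.6 µM final / Also added: JC-1 fluorescent substrate / Evaluation: efflux inhibition in percent versus controls / Detection: flow cytometry, 530 nm JC-1 signal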
RGS8-Gao reg: regulators of human RGS8-Galphao interaction. 220,000 tested, 0.34% active. response (percent of control binding), % at 10 µM. P09471. AID 1423. multiplexed bead flow cytometry, RGS8-Galphao binding; actives lie on both sides; in the data active = response below about 60% or above about 140%; inactive = in between;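 note: Galphao activated as the GDP aluminium fluoride complex binding bead-coupled RGS8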
Target sequence (P09471 whole entry, looked up): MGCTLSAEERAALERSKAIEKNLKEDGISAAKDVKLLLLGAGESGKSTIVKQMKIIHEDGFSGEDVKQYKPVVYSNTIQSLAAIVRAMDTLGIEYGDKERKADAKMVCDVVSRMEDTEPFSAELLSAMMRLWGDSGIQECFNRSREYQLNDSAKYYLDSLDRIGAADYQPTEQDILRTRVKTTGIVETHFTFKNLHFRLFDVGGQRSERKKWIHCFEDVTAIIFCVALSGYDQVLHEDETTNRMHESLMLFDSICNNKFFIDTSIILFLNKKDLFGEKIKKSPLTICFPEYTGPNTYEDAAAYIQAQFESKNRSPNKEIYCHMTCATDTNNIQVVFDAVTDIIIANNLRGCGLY
Bim-Bcl-2: inhibitors of Bim-Bcl-2 interaction, human | Bead-based flow cytometry, Bim peptide-Bcl-2 binding | inhibition, % at 10 µM | 190,000 tested, 0.06% active | AID 950; in the data active = inhibition above about 40%; inconclusive = no clear call, values can overlap the other calls;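 note: 0% = no compound wells with probe peptide and 100% = reference peptide inhibitor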
Bcl-B Bim block: disrupts Bim peptide binding to human Bcl-B. Q9HD36. bead-based flow cytometry. inhibition, % at 10 µM. 190,000 tested, 0.073% active. AID 951;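 note: 0% = tracer peptide without compound and 100% = reference inhibitor peptide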
RGS7-Gao: regulators of human RGS7-Galphao interaction; P09471; Multiplexed bead flow cytometry, RGS7-Galphao binding; actives lie on both sides; binding response (% of control), % at 10 µM; 220,000 tested, 0.35% active; AID 1439; in the data active = binding response below about 49% or above about 150%; inconclusive = no clear call, values can overlap the other calls; inactive = in between;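 note: fluorescent Galphao held in activated GDP-AlF4 state binding bead-coupled RGS7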
Bim-Bcl-XL: inhibitors of Bim-Bcl-XL interaction, human; 190,000 tested, 0.04% active; Q07817; inhibition, % at 10 µM; Bim peptide-Bcl-XL binding, bead flow cytometry, fluorescence
ABCB1 inh: blocks JC-1 efflux by human ABCB1 transporter; P08183; CCRF-Adr cells, flow cytometry; inhibition, % at 6.6 µM; 190,000 tested, 0.067% active; AID 1326; in the data active = inhibition above about 40%;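 note: 0% = vehicle and 100% = reference inhibitor; higher value means more JC-1 retained so stronger ABCB1 efflux block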
Mcl-1 Bim block: disrupts Bim peptide binding to human Mcl-1. Q07820. Bead-based flow cytometry, Bim peptide-Mcl-1 binding. 190,000 tested, 0.1% active. inhibition, % at 10 µM;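 note: 0% = no compound tracer wells and 100% = peptide blocker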
Bfl-1 Bim block: human Bim-Bfl-1 interaction inhibition. Q16548. Bead-based flow cytometry, Bim-Bfl-1 binding inhibition. inhibition, % at 10 µM. 190,000 tested, 0.12% active;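 note: 0% = wells without compound plus tracer and 100% = blocker peptide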
Bim-Bcl-W: human Bim-Bcl-W interaction inhibition | bead-based flow cytometry, Bim peptide-Bcl-W binding | 190,000 tested, 0.02% active | Q92843 | inhibition, % at 10 µM | AID 952;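 note: 0% = bound tracer without compound and 100% = peptide blocker; higher means less fluorescent Bim peptide bound to Bcl-W beads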
RGS4-Gao reg: modulates binding of RGS4 to human Galphao; P09471; Multiplexed bead flow cytometry; actives lie on both sides; binding response (% of control), % at 10 µM; 220,000 tested, 0.33% active; AID 1415; in the data active = binding response below about 49% or above about 150%; inactive = in between;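 note: fluorescent Galphao activated with aluminum fluoride binding bead-coupled RGS4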
Active calls of the source: *; ? = inconclusive. Cut-off read from the data, not from the text of the source, unless noted: active = inhibition above about 40%.

entry	ABCG2 block	RGS8-Gao reg	Bim-Bcl-2	Bcl-B Bim block	RGS7-Gao	Bim-Bcl-XL	ABCB1 inh	Mcl-1 Bim block	Bfl-1 Bim block	Bim-Bcl-W	RGS4-Gao reg	SMILES
1	2	102	0	-9	101	-7	1.0	-8	-1	-4	103	O=C(Nc1nc2c(s1)CCCC2)c1nn(Cc2ccccc2)c(=O)c2ccccc12
2	2	97	-6	-10	98	-4	0.7	0	-8	0	98	CCCC(c1nnnn1Cc1ccc(OC)cc1)N1CCN(c2ccccc2OC)CC1 (stereo not drawn)
3	-2	101	13	16	98	3	0.8	3	23	7	99	O=c1[nH]c(C(Cl)Cl)nc2sc3c(c12)CCN(Cc1ccccc1)C3
4	0	105	-8	-6	104	-1	0.4	1	-7	2	100	O=C(CSc1nc(-c2ccco2)cc(C(F)(F)F)n1)N1CCN(Cc2ccccc2)CC1
5	0	97	-1	-2	96	-3	0.5	-3	-3	-1	100	O=C(CC1CC2CCC1C2)OCC(=O)c1c[nH]c2ccccc12 (stereo not drawn)
6	1	96	-1	-4	96	-3	0.3	-5	0	-3	93	COc1ccc(CC(=O)N2CCNC2=O)cc1
7	3	103	-4	-3	99	-6	0.2	0	-9	-1	100	Fc1ccc(-c2ccnc3nc(N4CCOCC4)nn23)cc1
8	-4	99	-1	-8	101	-3	-2.0	-1	-4	-2	103	Cc1ccc2nc3nc(NCC4CCCO4)c(C(=O)NC4CCCCC4)cc3c(=O)n2c1 (stereo not drawn)
9	0	100	-4	-6	97	0	0.3	1	-8	2	98	CCc1ccc(C2N(c3ccc(OC)cc3)C(=O)C3CCCN32)cc1 (stereo not drawn)
10	2	96	-3	-3	96	-3	0.7	-4	-1	-3	91	CCCCN(C)CCCNC(=O)c1ccc2c(c1)NC(=O)C(N1CCOCC1)S2 (stereo not drawn)

Overlap with the part before: two compounds; new compounds follow.
entry	ABCG2 block	RGS8-Gao reg	Bim-Bcl-2	Bcl-B Bim block	RGS7-Gao	Bim-Bcl-XL	ABCB1 inh	Mcl-1 Bim block	Bfl-1 Bim block	Bim-Bcl-W	RGS4-Gao reg	SMILES
9	0	100	-4	-6	97	0	0.3	1	-8	2	98	CCc1ccc(C2N(c3ccc(OC)cc3)C(=O)C3CCCN32)cc1 (stereo not drawn)
10	2	96	-3	-3	96	-3	0.7	-4	-1	-3	91	CCCCN(C)CCCNC(=O)c1ccc2c(c1)NC(=O)C(N1CCOCC1)S2 (stereo not drawn)
11	1	98	-3	-2	99	0	0.0	-3	-5	0	102	COc1ccc(CCNC(=O)CC2SC(=NCc3ccccc3)NC2=O)cc1 (stereo not drawn)
12	-3	101	-3	-8	?	-4	0.2	-2	-7	-5	103	COc1ccc(/C=N/S(=O)(=O)c2ccccc2)cc1OC
13	0	98	-4	-3	100	-1	-0.2	-3	-2	-4	101	COc1ccc(N2CCN(C(=O)C3CCCO3)CC2)cc1 (stereo not drawn)
14	0	97	-11	-8	93	-6	0.6	-1	-11	2	94	COC(=O)C1(C)NC(c2ccc(O)cc2)C2C(=O)N(c3ccc4c(c3)OCCO4)C(=O)C21 (stereo not drawn)
15	1	102	1	2	106	3	0.5	2	1	2	97	C/C(=N\O)C(=O)OC1CC(C)CCC1C(C)C (stereo not drawn)
16	2	108	-3	-5	101	-5	0.1	-5	-2	-5	103	Cc1ccccc1NC(=O)c1c([N+](=O)[O-])c(C(C)(C)C)nn1C
17	2	110	-5	-7	112	-5	0.5	-6	-15	-3	104	O=C(CN1C2=NCCCN2c2ccccc21)c1ccc([N+](=O)[O-])cc1
18	9	100	5	7	104	3	0.3	-1	6	4	102	Cn1c(=O)n(C)c2cc(NC(=O)COc3ccc(Cl)cc3)ccc21
19	4	97	-4	-3	91	0	0.7	-4	2	-1	93	C/C(=N\Nc1ccc([N+](=O)[O-])cc1[N+](=O)[O-])c1cc2c(ccc3ccccc32)oc1=O
20	16	102	-5	-3	?	-3	0.3	0	-5	-4	105	COc1ccc(OCCC(=O)N2CCOCC2)cc1

Limited to RGS8-Gao reg and Mcl-1 Bim block (three entries from above):
# | Structure | RGS8-Gao reg | Mcl-1 Bim block
13 | COc1ccc(N2CCN(C(=O)C3CCCO3)CC2)cc1 (stereo not drawn) | 98 | -3
14 | COC(=O)C1(C)NC(c2ccc(O)cc2)C2C(=O)N(c3ccc4c(c3)OCCO4)C(=O)C21 (stereo not drawn) | 97 | -1
15 | C/C(=N\O)C(=O)OC1CC(C)CCC1C(C)C (stereo not drawn) | 102 | 2

(more compounds)
entry	ABCG2 block	RGS8-Gao reg	Bim-Bcl-2	Bcl-B Bim block	RGS7-Gao	Bim-Bcl-XL	ABCB1 inh	Mcl-1 Bim block	Bfl-1 Bim block	Bim-Bcl-W	RGS4-Gao reg	SMILES
21	4	101	-12	-11	106	6	1.1	-3	-15	0	104	COc1cccc(C2=CC(c3ccc(N(C)C)cc3)n3ncnc3N2)c1 (stereo not drawn)
22	21	103	-2	-3	100	1	0.8	0	-4	0	103	Cc1ccc(OCc2ccc(Br)cc2)c([N+](=O)[O-])n1
23	8	98	-3	-8	94	-4	4.6	-1	-5	-2	94	C#CCNC(=O)C1=C[C@H](c2csc3ccccc23)C[C@H](OCc2ccc(CO)cc2)O1
24	18	103	-10	-8	98	-9	1.1	-9	-14	-8	101	O=C(c1ccc(S(=O)(=O)N2CCOCC2)cc1)N1CCN(c2cccc(Cl)c2)CC1
25	13	104	2	0	101	-1	0.0	0	-2	1	104	CCN(CC)S(=O)(=O)c1cccc(C(=O)Nc2nnc(C)s2)c1
26	3	99	0	-4	100	-1	0.0	0	-3	-1	100	O=C(COc1ccc(Cl)cc1)NCCN1CCCCC1
27	0	92	-4	-5	86	-3	0.3	-2	-6	1	88	CC(C)(CO)NC12CC3CC(CC(C3)C1)C2
28	5	93	1	-5	89	-1	0.7	-2	0	-1	88	CSCC[C@H](NC(=O)OC(C)(C)C)c1nnc(SCc2ccccc2)o1
29	7	101	-5	-9	101	-6	0.4	-1	-9	-4	100	COc1ccc(N2C(=O)CC(NNC(=O)c3ccc(Br)s3)C2=O)cc1 (stereo not drawn)
30	6	101	-6	-5	101	-6	0.1	-2	-13	-1	98	COc1ccc2c(c1)nc(SCC(C)O)n2C (stereo not drawn)

Brought forward from above: two compounds; new compounds follow.
entry	ABCG2 block	RGS8-Gao reg	Bim-Bcl-2	Bcl-B Bim block	RGS7-Gao	Bim-Bcl-XL	ABCB1 inh	Mcl-1 Bim block	Bfl-1 Bim block	Bim-Bcl-W	RGS4-Gao reg	SMILES
29	7	101	-5	-9	101	-6	0.4	-1	-9	-4	100	COc1ccc(N2C(=O)CC(NNC(=O)c3ccc(Br)s3)C2=O)cc1 (stereo not drawn)
30	6	101	-6	-5	101	-6	0.1	-2	-13	-1	98	COc1ccc2c(c1)nc(SCC(C)O)n2C (stereo not drawn)
31	2	102	-9	-8	100	-1	0.6	-4	-11	-3	101	COc1ccc(C(=O)NC(C)c2nnc(SCC(=O)Nc3nc(C)cs3)n2C)cc1 (stereo not drawn)
32	4	102	-11	-11	102	-9	0.6	-4	-8	-7	103	CCN1CCN(CCNC(=O)C2CCCN(Cc3nc(-c4cccc(Cl)c4)oc3C)C2)CC1 (stereo not drawn)
33	1	103	0	-1	101	-1	0.3	0	-4	-2	101	C#CCN(CC=C)C(=O)CCc1nnc(COc2ccccc2)o1
34	3	98	-3	-3	94	-3	0.3	-1	-1	-2	100	O=C(NCC1(c2ccccc2)CCCC1)c1cccc(Br)c1
35	2	113	-4	-2	111	-15	0.3	-2	-7	-8	111	O=C(c1cccc(Cl)c1)N1CCN(Cc2ccccc2F)CC1
36	0	99	6	0	99	-1	0.6	-5	9	2	97	CCS(=O)(=O)N1Cc2ccccc2CC1C(=O)Nc1nnc(SCc2c(Cl)cccc2Cl)s1 (stereo not drawn)
37	0	106	-9	-4	108	-6	-0.2	-7	-10	-6	105	COCC1CCN(Cc2cn(-c3ccccc3F)nc2-c2cc(C)sc2C)CC1
38	4	98	-1	0	96	0	1.0	-1	-3	-3	96	CC(=O)c1cccc(NC(=O)COC(=O)CCc2ccc(S(=O)(=O)N3CCOCC3)cc2)c1
39	2	105	-1	-1	100	0	-0.1	-2	-1	-2	103	CCN1CCN(C(c2ccccc2)c2nnnn2Cc2ccccc2)CC1 (stereo not drawn)
40	1	95	-4	-6	93	-5	0.3	-1	-9	1	95	COc1ccc(CCNC(=O)C2CC(c3cccc([N+](=O)[O-])c3)=NO2)cc1 (stereo not drawn)

Next compounds
entry	ABCG2 block	RGS8-Gao reg	Bim-Bcl-2	Bcl-B Bim block	RGS7-Gao	Bim-Bcl-XL	ABCB1 inh	Mcl-1 Bim block	Bfl-1 Bim block	Bim-Bcl-W	RGS4-Gao reg	SMILES
41	0	95	0	-3	95	0	-0.1	0	-12	-2	102	CN(C)c1cc[n+](CC(=O)N2c3ccccc3Sc3ccccc32)cc1
42	-1	99	-5	-12	100	-12	-0.3	-5	-11	-3	102	COc1ccc(-n2c(C)nc3cc(C(=O)O)ccc32)cc1
43	5	103	-6	-9	100	-6	0.8	-2	-15	-5	101	CSc1nnc(-c2ccccc2)o1
44	1	104	5	1	99	-1	0.2	1	1	1	101	Cc1cccc(C)c1NC(=O)C1=C(O)c2ccccc2N(C)S1(=O)=O
45	16	98	-7	-7	97	-6	1.0	-2	-20	-2	100	COc1ccc(Oc2cc(C)c3ccccc3n2)cc1
46	7	101	-6	-4	104	-6	2.0	0	-12	0	98	Cc1ccnc(N2C(=O)c3ccccc3C2Nc2ccc3c(c2)OCCO3)c1 (stereo not drawn)
47	-3	99	7	-6	99	0	3.7	0	9	1	101	COc1cc2nc(/C=C/c3ccc(N(C)C)cc3)sc2cc1SC
48	1	98	-3	-3	94	-4	0.5	-8	-5	-7	96	CCC(C)NS(=O)(=O)c1ccc(NC(=O)C2CCCO2)cc1 (stereo not drawn)
49	28	104	-2	-3	100	-6	2.1	-2	-4	-2	99	COc1ccc(OC)c(NC(=O)COC(=O)CCCN2C(=O)c3ccccc3C2=O)c1
50	0	103	-6	-5	108	-3	-0.1	-4	-16	-6	104	CC(C)C(NC(=O)c1cccnc1)C(=O)O (stereo not drawn)
51	2	103	-3	0	108	0	0.6	8	-4	0	101	O=C(CS(=O)(=O)c1ccc2ccccc2c1)N1CCCCCC1
52	40	105	0	-5	104	-4	0.6	1	0	0	100	O=C(COC(=O)c1cccc2ccccc12)Nc1cccnc1Cl
53	1	104	-6	-12	100	-6	0.3	0	-9	2	102	O=C(NCc1ccc2c(c1)OCO2)c1cc(-n2cnnc2)ccc1Cl

The order is random; any-hit rate near 0.94%.
